High-throughput results from PubChem.
SDO1 yeast rescue = growth rescue of sdo1-depleted yeast, primary screen, S. cerevisiae, bone marrow failure model; S. cerevisiae sdo1-depleted JHY4D growth rescue, OD600 30 h; hits give high values; pdr5 snq2 efflux-pump mutant strain; 140,000 compounds, 0.21% hits; z-score at 10 µM; AID 817, 2007;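 active means z-score above 3 at both the 24 hr and the 30 hr optical density reads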;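 further: z-score against mean and SD of all compound wells on the same plate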
INS promoter inh = inhibitors of insulin promoter-driven GFP, primary screen, imaging, TRM-6 cells (human fetal islet line), eGFP reporter, cell count; reporter expression induced with tamoxifen; inhibition, % at 2 µM; 130,000 compounds, 0.9% hits; AID 1273, 2008;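 active means inhibition above the mean plus 3 SD, with well images judged a real hit on visual review, cut at about 60% in these data, passing the limit was not always enough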
SDO1 yeast rescue Rescue 24 h = second read-out of SDO1 yeast rescue, no call of its own (marks repeat the call); z-score; S. cerevisiae sdo1-depleted JHY4D growth rescue, OD600; measured here: growth rescue at 24 h;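 0 is the plate mean of compound wells and units are plate SD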
* marks the source's active call; other numbers are inactive results; . = not tested or not shown. Not all compounds are listed; rates above refer to the full screens.

SMILES	SDO1 yeast rescue	SDO1 yeast rescue Rescue 24 h	INS promoter inh
COCCOC(=O)c1[nH]c2c(c1C)C(=O)CC(c1ccc(F)cc1)C2 (configuration not stated)	-0.23	-0.11	.
Cc1cccc(N2CCN(Cc3oc(CO)cc(=O)c3O)CC2)c1C	0.74	0.13	-25
COc1ccccc1NC(=O)C1=C(C)Nc2nc(-c3cccs3)nn2C1c1cccnc1 (configuration not stated)	0.64	0.67	.
COc1ccc(C(=O)c2c[nH]c3ccccc23)cc1	0.51	0.16	-21
Nc1cc(N)cc(C(=O)OCC(=O)Nc2cc(S(=O)(=O)N3CCCCC3)ccc2Cl)c1	.	.	15
COc1ccccc1C(CC(=O)N1CCCC1)c1ccc2c(c1)OCO2 (configuration not stated)	.	.	-33
Cc1ccc(Cn2nnnc2CN2CCC(NC(=O)C(C)(C)C)CC2)cc1	.	.	42
CC(=O)c1cc(OC(=O)N2CCOCC2)ccc1OC(=O)N1CCOCC1	0.93	0.09	-9
O=C(Oc1ccccc1Cl)c1ccc(-n2cncn2)nc1	-0.41	0.06	-47
O=C(O)Cn1nc(-c2ccccc2)oc1=O	-0.02	-0.07	46
COc1cc(C(c2nnnn2C(C)(C)C)N2CCN(C)CC2)cc(OC)c1OC (configuration not stated)	0.42	1.3	.
CCOc1ccc(-c2noc(-c3ccncc3)n2)cc1OCC	0.35	-0.28	-31
Cc1cc(C(=O)N/N=C/c2cc([N+](=O)[O-])ccc2O)c2ccccc2n1	0.31	0.35	-10
Cc1c(Cl)c(C(=O)NC2CCCC2)nn1C	0.01	0.03	.
O=C(CSC1CCCCC1)N1CCN(c2ccccc2)CC1	-0.34	0.06	.
O=C(NC1CCCC1)c1ccc(S(=O)(=O)N2CCCC2)cc1	-0.37	-0.89	22
Cn1c(=O)n(CCN2CCOCC2)c(=O)c2c1nc1n2CCN1c1ccccc1	.	.	28
CC(C)(C)c1ccc(C(=O)Nc2cccc([N+](=O)[O-])c2)cc1	-0.89	-0.95	72*
C=CCn1c(O)c(N=NC(=O)CNC(=O)c2cccs2)c2ccccc21	-0.08	-0.35	-22
Clc1ccc(CSc2nnc(-c3ccncc3)o2)c(Cl)c1	-2.3	-1.4	.
O=C(O)c1ccc(CSc2n[nH]c(-c3ccco3)n2)cc1	0.27	0.19	65
CCSc1nc2sc3c(c2c2nnc(SCC(=O)NCc4ccco4)n12)CCCC3	.	.	36
COc1cc2c(cc1OC)-c1cc(N3CCCCCC3)nc(=O)n1CC2	-0.92	-1.8	-24
Cc1cc(NS(=O)(=O)c2ccc(NC(=O)Nc3ccccc3)cc2)no1	-0.21	-0.5	.
CCCc1cc(NCc2ccccn2)n2c(nc3ccccc32)c1C#N	.	.	0

The listing continues.
SMILES	SDO1 yeast rescue	SDO1 yeast rescue Rescue 24 h	INS promoter inh
Cc1cc(=O)[nH]c2c1c(C)nn2C1CCOC(C)(C)C1 (configuration not stated)	1.2	0.7	40
CS(=O)(=O)N1CCC(C(=O)Nc2cc(Cl)ccc2Cl)CC1	.	.	47
COc1cccc(Nc2ncnc3ccccc23)c1	0.39	-0.19	-3
O=C1[C@@H]2[C@@H]3C[C@@H]([C@H]4ON=C(c5ccc(Cl)cc5)[C@@H]34)[C@@H]2C(=O)N1C1CCCCC1	-0.83	-1.8	-19
Cc1cnc2ncc3sccc3c2c1	-0.19	-0.78	-27
Cc1nn(-c2ccccc2)c2sc(C(=O)OCc3nnc(-c4ccccc4)o3)cc12	-0.64	0.2	-27
C=C(C)Cn1c(SCC(=O)O)nnc1-c1ccccc1	-0.04	-0.1	-3
C/C(=N/NC(=O)c1cccs1)c1ccc(N2CCOCC2)cc1	-0.04	0.82	-33
CC(C)CCNC(=O)Cc1c(C(=O)O)[nH]c2ccc(Cl)cc12	1.6	3.2	-278
COCCn1nnnc1C(C(C)C)N1CCC(Cc2ccccc2)CC1 (configuration not stated)	-0.24	-0.59	6
COc1c2ccc(C(=O)NCc3cc(C(F)(F)F)cc(C(F)(F)F)c3)cc2nn1C	-0.03	-0.2	7
COC(=O)c1[nH]c2ccc(C)cc2c1NC(=O)c1ccccc1[N+](=O)[O-]	-0.19	-0.44	9
CCOc1cc(CNCCSc2nnnn2C)cc(Br)c1OCc1ccccc1F	-1.9	-1.1	.
CCOC(=O)CN(C(=O)Cn1nnc2ccccc21)C(C(=O)NCCOC)c1ccccc1 (configuration not stated)	1.1	1.3	-3
Cc1cc(=O)oc2cc(N3C(=O)CC(Cc4ccccc4)C3=O)ccc12 (configuration not stated)	.	.	14
C/C(N)=C(/C#N)C(=O)COC(=O)CC1CCCC1	.	.	-38
O=C(CCN1CCN(CCO)CC1)Nc1ccc(F)c(F)c1	0.16	-0.69	.
Cc1ccccc1/C=C1\CCCc2ccccc2C1=O	-0.37	-0.9	5
COc1ccc(Br)cc1C(=O)Nc1cc(C)cc(C)c1	-0.24	0.5	23
CCOC(=O)N1CCC(NC(=O)c2ccc3c(c2)ncn3C2CCCC2)CC1	1.1	1.2	31
NNC(=O)CN1C(c2ccc(Cl)cc2)=Nc2ccc(Br)cc2C1c1ccccc1 (configuration not stated)	-0.83	-1.3	.
Cc1cc(NC(=O)CSc2nc3c(c(=O)n2-c2ccc(Cl)cc2)SCC3)no1	.	.	-6
Cc1cc(NC(=O)CSc2nccn2C)no1	.	.	24
Cc1cc(N2CCN(C(=O)c3ccco3)CC2)n2nc(C)nc2n1	0.58	-1	35
O=C(Cn1nnc(-c2cccs2)n1)OC1CCCCC1	-1	-1.2	42

Rewritten with values under each structure: part of the list above.
Value order: SDO1 yeast rescue | SDO1 yeast rescue Rescue 24 h | INS promoter inh
- Cc1ccccc1/C=C1\CCCc2ccccc2C1=O
    -0.37 | -0.9 | 5
- COc1ccc(Br)cc1C(=O)Nc1cc(C)cc(C)c1
    -0.24 | 0.5 | 23
- CCOC(=O)N1CCC(NC(=O)c2ccc3c(c2)ncn3C2CCCC2)CC1
    1.1 | 1.2 | 31
- NNC(=O)CN1C(c2ccc(Cl)cc2)=Nc2ccc(Br)cc2C1c1ccccc1 (configuration not stated)
    -0.83 | -1.3 | .

Returning to the listing; the 2 compounds before the break are reprinted first.
SMILES	SDO1 yeast rescue	SDO1 yeast rescue Rescue 24 h	INS promoter inh
Cc1cc(N2CCN(C(=O)c3ccco3)CC2)n2nc(C)nc2n1	0.58	-1	35
O=C(Cn1nnc(-c2cccs2)n1)OC1CCCCC1	-1	-1.2	42
CCOc1cc(-c2ccc(N)c(OCC)c2)ccc1N	-0.19	-0.57	47
Cc1ccc(-c2noc(CCC(=O)Nc3ccc4c(c3)OCO4)n2)cc1	-1.1	-0.68	12
Cc1ccccc1CC1(CO)CCCN(C(=O)c2ccc3ncccc3c2)C1 (configuration not stated)	.	.	-228
CCCCc1nc(NCC2CCCO2)c(C#N)c2c1COC(C)(C)C2 (configuration not stated)	-1.7	-1.2	24
CCC(=O)Nc1cccc(NC(=O)c2cccnc2)c1	0.6	-0.24	.
CS(=O)c1ccccc1COC(=O)Nc1ccc(Cl)cc1 (configuration not stated)	0.49	-0.57	-36
N#CCCn1cc(C(=O)Nc2ccc([N+](=O)[O-])cc2)c(-c2cc3ccccc3o2)n1	.	.	-6
Cc1ccccc1-c1nnc(NC(=O)CSc2nc3ccccc3s2)s1	0	1.9	46
O=C(c1ccc(CSc2nc3ccncc3[nH]2)cc1)N1CCN(c2cccc(Cl)c2)CC1	0.47	-0.02	-46
Cc1ccc(NC(=O)C(=O)NCc2ccncc2)cc1	.	.	-31
COC(=O)Cn1c(=NC(=O)C(C)(C)C)sc2c(C)cc(C)cc21	-0.14	0.42	.
CCOC(=O)N1CCN(C(=O)c2cnn3ccccc23)CC1	1	0.79	.
Cc1ccc(CSCC(=O)N/N=C/c2sccc2C)cc1	-0.95	-1	-22
O=C(CNc1n[nH]c(=O)[nH]c1=O)N/N=C/c1cccnc1	1.9	2	.
Cc1occc1C(=O)NC(C)C(C)(C)C (configuration not stated)	0.48	0.15	44
O=C1C2C3C=CC(C3)C2C(=O)N1c1ccc(-c2nc3ccccc3o2)cc1 (configuration not stated)	-0.21	1.2	-21
COc1cccc(C=Nc2cc(C)cc(C)c2)c1O	0.66	0.25	-29
CSc1nccc(Oc2ccc(C#N)cc2)n1	-0.48	-0.92	-28
CC(C)Cn1c(N)c(C(=O)CSc2nc3ccccc3n2C)c(=O)n(C)c1=O	-0.32	0.69	14
COc1cccc(C2=NOC(C(=O)Nc3ccc4c(c3)OCO4)C2)c1 (configuration not stated)	.	.	-42
O=C1OCCC1Sc1nnnn1-c1ccccc1 (configuration not stated)	-0.15	-0.32	-18
Cc1cccc(C)c1NC(=O)C(=O)NCCc1c[nH]c2ccccc12	.	.	-8
Cc1ccc2nc(SCCC(=O)O)cc(C)c2c1	-0.76	-0.46	-19
Cn1c(=O)cc(OCC(=O)N2CCC(N3CCCCC3)CC2)c2ccccc21	0.99	2.2	.
O=C(CSc1ccc(Cl)cc1Cl)N1CCC(c2nc3ccccc3s2)CC1	-1.6	-0.87	-34

The list goes on:
SMILES	SDO1 yeast rescue	SDO1 yeast rescue Rescue 24 h	INS promoter inh
COc1ccccc1-c1cc2nc(C)c(CCC(=O)NCc3ccco3)c(C)n2n1	1.2	2	.
Cc1ccc(-c2nc(CN(C)C)cc(CN(C)C)c2O)cc1	0.6	0.32	25
Cc1ccccc1NC(=S)NCc1cccn1C	1.1	1.3	19
c1cnc2ccc(C(c3nnnn3C3CCCC3)N3CCN(c4nc5ccccc5s4)CC3)cc2c1 (configuration not stated)	-0.86	-0.71	-20
O=C(Nc1cccc(Cl)c1)c1ccc2c(=O)n3c(nc2c1)CCCCC3	-2.2	-1.4	-50
CNc1nccc(-c2ccc(F)cc2)c1C#N	.	.	-7
CCCCNC(=O)COC(=O)c1ccc(C)c(NC(=O)c2ccco2)c1	.	.	67
CN1CCN(C(=S)Nc2ccc(Cl)c(Cl)c2)CC1	-0.08	-0.1	-171
OC12CCCCC1C(c1ccc3c(c1)OCO3)N(Cc1cccc(F)c1)CC2 (configuration not stated)	-1.2	-1.4	18
CC1=NN(c2ccc(C)cc2)C(=O)/C1=C\C=C\c1ccccc1	-0.54	-0.1	57
CN(C)S(=O)(=O)c1cc(NC2CC(=O)N(c3ccc(F)cc3)C2=O)ccc1Cl (configuration not stated)	.	.	6
Nc1cc(=O)[nH]c(SCC(=O)Nc2ccccc2Sc2ccccc2)n1	.	.	29
O/N=C/c1cc(Cl)ccc1OCc1ccccc1Cl	-1.3	-0.71	0
O=C(COc1ccc(/C=N/NC(=O)c2ccccc2)cc1)Nc1ccc([N+](=O)[O-])cc1	0.48	2	14
COc1ccc(-c2c3c(=O)n(C)c(=O)n(C)c3cn2NC(C)=O)cc1	1.1	0.93	3
Cc1cc(=O)oc2cc(OCC(=O)OCC(=O)Nc3ccc4ccccc4c3)ccc12	-0.38	-0.41	-7
COc1ccc(CNC(=O)c2ccc(CNc3c(NC4CCCCC4)c(=O)c3=O)cc2)cc1	0.8	2.9	-50
COc1ccc2nc(SCC(=O)N3CCCCC3)c(C#N)cc2c1	.	.	21
Nc1nc(-c2cccs2)c(CC(=O)O)s1	.	.	14
COc1ccc(OCC(=O)N(C)Cc2ccccc2)cc1	0.14	-0.22	.
COc1ccc(OC)c(NC(=O)COC(=O)Cc2ccc(-c3ccccc3)cc2)c1	-0.55	-0.56	.
N/C(Cc1ccc([N+](=O)[O-])cc1)=N\OC(=O)COc1ccccc1Cl	-1.3	-0.59	21
CCOc1ccc(OCC(=O)Nc2ccc(OC)cc2)cc1	-0.77	-0.88	-15
Cc1ccc(-n2cnnn2)cc1Cl	.	.	29
CCCc1[nH]nc2c1C(c1ccc(OC(=O)c3ccco3)cc1)C(C#N)=C(N)O2 (configuration not stated)	-0.04	1.5	.

Complete entries, looked up by structure:
C/C(N)=C(/C#N)C(=O)COC(=O)CC1CCCC1 across the screens: SDO1 yeast rescue: .; SDO1 yeast rescue Rescue 24 h: .; INS promoter inh: -38
CC1=NN(c2ccc(C)cc2)C(=O)/C1=C\C=C\c1ccccc1 across the screens: SDO1 yeast rescue: -0.54; SDO1 yeast rescue Rescue 24 h: -0.1; INS promoter inh: 57

Later entries
SMILES	SDO1 yeast rescue	SDO1 yeast rescue Rescue 24 h	INS promoter inh
O=C(C1CCC(Cn2c(=S)[nH]c3ccccc3c2=O)CC1)N1CCN(c2ccccc2)CC1 (configuration not stated)	.	.	11
CCC(C)(C)n1nnnc1C(c1cccnc1)N1CCCC(C)C1 (configuration not stated)	.	.	19
CCOc1ccc(/C=N/NC(=O)Cc2csc(Nc3cccc(C(F)(F)F)c3)n2)c(OCC)c1	-0.34	-0.43	.
CCn1nnc(NC(=O)c2sc3ccccc3c2Cl)n1	0.14	0.01	-106
CCN(CC)CCNC(=O)c1cc2c(=O)n(C)c3ccccc3c2n1C	1.1	0.86	.
Cc1ccccc1-n1c(=O)c2ccccc2n2cnnc12	1.2	1.3	0
Cc1cccc(N2CCN(S(=O)(=O)c3cccc4nonc34)CC2C)c1 (configuration not stated)	.	.	46
COc1ccc(C2C(C(=O)NCc3ccccc3)=C(C)Nc3ncnn32)cc1OC (configuration not stated)	-0.45	-0.96	.
COc1ccc(CN(CCC(c2ccccc2)c2ccc(OC(C)C)cc2)C(=O)CCl)cc1OC (configuration not stated)	-0.36	-0.73	-90
O=C(O)c1c(NC(=O)c2cccc3ccccc23)sc2c1CCC2	-0.55	-1.2	7
COc1ccc(N2CCN(Cc3nc4c(c(=O)[nH]c(=O)n4C)n3CC(C)=O)CC2)cc1	0.8	0.42	.
O=C(NCC(=O)N(c1ccc(F)cc1)C(C(=O)NCC1CCCO1)c1ccccc1)c1ccco1 (configuration not stated)	1	0.72	.
